CHT allo act – CHT positive allosteric modulators, primary screen, cell-based, membrane potential dye, choline EC20 | CHT-expressing cells; hits give high values; LV-AA mutant CHT in HEK293 cells | AID 488977, 2010 | actives 0.49% (n = 310,000) | B-score at 10 µM;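 active means initial fluorescence not abnormally high and integrated response B-score, plate-corrected, over 3 SD above library mean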
CHT inh – inhibitors of human choline transporter CHT; B-score at 10 µM; High affinity choline transporter 1 (Homo sapiens), Q9GZV3; actives 0.86% (n = 310,000); AID 488975, 2010; CHT-expressing cells, membrane potential dye, choline response; hits give low values;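 active means B-score over 3 SD under the library average, and starting fluorescence ratio not unusually high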;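 further: choline stimulus applied at its EC90 after an EC20 pre-addition; B-score computed on integrated fluorescence ratio after choline addition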
STK33 kinase inh – inhibitors of purified STK33 kinase, primary screen, biochemical, ADP-Glo luminescence, homogeneous, cell-free; MBP phosphorylation; Serine/threonine-protein kinase 33 (Homo sapiens), Q9BYT3; inhibition, % at 10 µM; actives 0.073% (n = 320,000);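 active means inhibition at or above 25%, using the most active replicate where run in duplicate; inactive means inhibition below 25%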
Target sequence (Q9BYT3 whole entry, looked up): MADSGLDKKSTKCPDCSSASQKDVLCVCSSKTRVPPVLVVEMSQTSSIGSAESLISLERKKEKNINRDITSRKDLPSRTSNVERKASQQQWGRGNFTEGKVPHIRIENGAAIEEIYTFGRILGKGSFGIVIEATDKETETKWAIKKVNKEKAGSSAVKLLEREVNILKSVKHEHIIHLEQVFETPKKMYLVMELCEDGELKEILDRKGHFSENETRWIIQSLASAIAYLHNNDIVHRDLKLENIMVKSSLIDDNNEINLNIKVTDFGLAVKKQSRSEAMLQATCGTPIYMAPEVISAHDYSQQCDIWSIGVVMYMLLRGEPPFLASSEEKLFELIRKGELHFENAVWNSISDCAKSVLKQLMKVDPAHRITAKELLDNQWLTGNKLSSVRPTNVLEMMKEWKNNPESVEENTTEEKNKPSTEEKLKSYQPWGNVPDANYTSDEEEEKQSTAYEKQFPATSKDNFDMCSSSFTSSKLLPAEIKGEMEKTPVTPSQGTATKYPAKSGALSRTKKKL
Starred values were filed as active, the others as inactive; i = inactive; . = no result given.

Structure | CHT allo act | CHT inh | STK33 kinase inh
CCN1C(=O)C2(C(C(=O)c3ccc(C)o3)=C(O)C(=O)N2CCCN(C)C)c2ccccc21 (stereo not drawn) | i | i | -2.8
CCn1c(CSc2nc3ccccc3s2)nnc1SCC(=O)c1ccc2c(c1)OCCO2 | i | i | -1.5
Cc1nn(CC(=O)Nc2nnc(CC(=O)N3CCCC3)s2)c(=O)c2ccccc12 | i | i | -0.3
CC(=O)Nc1ccccc1-c1nc2ccc(C(=O)N3CCN(c4cccc(C)c4)C(C)C3)cc2[nH]c1=O (stereo not drawn) | i | i | -0.8
CCCCN(C)CCCNC(=O)C1(O)c2ccccc2NC(=O)N1c1ccc(Cl)cc1 (stereo not drawn) | i | i | -0.8
CC(=O)Nc1ccc(Nc2c([N+](=O)[O-])c(=O)n(-c3ccccc3)c3ccccc23)cc1 | i | i | -2.2
NC(N)=N/N=C/c1ccccc1OC(F)F | i | i | -0.1
C#CCOCCOCCOCCNc1nc(N2CCN(C(=O)CCCCCCCCCCNC(=O)Cn3cc(CCCCCN)nn3)CC2)nc(N2CCN(C(=O)CCCCCCCCCCNC(=O)[C@H]([C@@H](C)CC)n3cc(CCCCCN)nn3)CC2)n1 | i | i | 9.3
Cc1ccc(-c2nn(CC(=O)NCCN3CCOCC3)c(=O)c3ccccc23)cc1 | i | i | -0.5
O=C(N/N=C\c1ccc(Sc2ccccn2)o1)c1cccc(Br)c1 | i | i | -2.7
CC1CCCC(NC(=O)c2ccc3c(c2)NC(=O)CS3)C1C (stereo not drawn) | i | i | -1.0
O=C1C=C(NC(=O)Nc2ccc(Cl)c(Cl)c2)CCC1 | i | i | -1.4
CCCNC(=O)C1CN(S(=O)(=O)c2ccc(C)cc2)c2ccccc2O1 (stereo not drawn) | i | i | -1.1
Cc1ccc(-n2c(CSc3nc(C)cc(C)n3)nnc2SCC(=O)N2CCCC2)cc1 | i | i | -1.7
N#CCCNc1ccc(OCCC#N)cc1 | i | i | -2.6
Cc1ccc(-n2nnnc2SCC(=O)N2CCc3ccccc3C2)cc1 | i | i | .
NS(=O)(=O)c1ccc(NC(=S)NCc2cccc(Cl)c2)cc1 | i | i | 0.8
CCOC(=O)CN1C(=O)CSc2ccc(S(=O)(=O)N3CCOCC3)cc21 | i | i | -0.7
CCOC(=O)N1CCN(C(=O)C2CCC(=O)N2C(C)C)CC1 (stereo not drawn) | i | i | 0.4
C/C(=N\NC(=O)C1CCCC1)c1ccc(Cl)c(Cl)c1 | i | i | -0.4
O=C(NC1(C(F)(F)F)NC(=O)N(Cc2ccccc2)C1=O)c1cccs1 (stereo not drawn) | i | i | -1.8
COc1cccc(C(=O)CSc2nc3ccccc3n2CC(=O)N(C(C)C)C(C)C)c1 | i | i | -0.2
CN(c1ccccc1)S(=O)(=O)c1ccc(NC(=O)c2nc(S(C)(=O)=O)ncc2Cl)cc1 | i | i | -1.8
CCc1nc(CN2CCN(c3cc(C(F)(F)F)ccn3)CC2)c(C)[nH]1 | i | i | -1.9
COc1ccc(OC)c(S(=O)(=O)N/N=C\c2c[nH]c3ccccc23)c1 | i | i | 0.4
Cc1c(N=C2NC(=O)C(CC(=O)Nc3ccccc3)S2)c(=O)n(-c2ccccc2)n1C (stereo not drawn) | i | i | -1.6
CCc1ccccc1NC(=S)N1CCN(c2ccccc2F)CC1 | i | i | -0.5
O=C(O)c1ccccc1C(=O)NCC(O)COc1ccc(Cl)cc1 (stereo not drawn) | i | i | -0.3
CC1(OC(=O)c2ccco2)C(=O)C=C2C=C(C3CC3)OC=C2C1=O (stereo not drawn) | i | i | 2.2
NC(=O)NCc1ccc(F)cc1 | i | i | -1.1
O=c1c2[nH]c3ccccc3c2nc2n1CCS2 | i | i | 0.2
CCC(=O)N1CCC2(CC1)Oc1ccc(Cl)cc1C(=O)C21CC(c2ccccc2)=NO1 (stereo not drawn) | i | i | -0.4

An excerpt from above, limited to CHT allo act.
SMILES | CHT allo act
O=C(O)c1ccccc1C(=O)NCC(O)COc1ccc(Cl)cc1 (stereo not drawn) | i
CC1(OC(=O)c2ccco2)C(=O)C=C2C=C(C3CC3)OC=C2C1=O (stereo not drawn) | i
NC(=O)NCc1ccc(F)cc1 | i

The list goes on:
Structure | CHT allo act | CHT inh | STK33 kinase inh
COc1ccccc1C1=NNC(=Nc2cccc(S(=O)(=O)N(C)C)c2)SC1 | i | i | -0.6
O=C(Nc1ccc(OCc2ccccc2Cl)cc1)c1cccnc1 | i | i | 0.4
COc1cccc(NC(=O)COC(=O)C2CCN(S(=O)(=O)c3cccs3)CC2)c1 | i | i | -0.3
Cc1cccn2c(CN[C@H]3CCCCNC3=O)c(C(=O)N3CCOCC3)nc12 | i | i | -1.0
Cc1cc(C)c(S(=O)(=O)N2CCCOC2CNC(=O)C(=O)NCc2ccco2)c(C)c1 (stereo not drawn) | i | i | -0.3
COc1ccc(NC(=O)Nc2nnc(-c3ccco3)s2)cc1 | i | i | -0.9
CC(=O)OCC(=O)C1=CCC2C3CCC4=CC(=O)C=CC4(C)C3(F)C(OC(C)=O)CC12C (stereo not drawn) | i | i | -0.7
c1ccc(CN2CN=C(Nc3nc4ccccc4s3)NC2)cc1 | i | i | 0.1
CCOC(=O)c1ccc(S(=O)(=O)NC2CCCCCCC2)n1C | i | i | -1.9
Cc1noc(C)c1CSc1nnc(C)c(=O)[nH]1 | i | i | 0.2
Cc1ccc(C(=O)c2c3ccc(C(F)(F)F)cc3nn2CCC(N)=O)cc1 | i | i | 0.7
COc1ccc(CN(C)C(C)C(=O)Nc2cccc3ccccc23)cc1 (stereo not drawn) | i | i | -1.1
Cc1ccc(CNC(=O)C2CCCN(S(=O)(=O)N3CC(C)CC(C)C3)C2)cc1 (stereo not drawn) | i | i | 0.5
COc1ccc(N(CC(=O)NCCC2=CCCCC2)S(C)(=O)=O)cc1OC | i | i | -0.2
COC(=O)C1(Cc2cc(-c3ccccc3)no2)CCN(C(=O)OC(C)(C)C)CC1 | i | i | -1.5
CN(C)C=Nc1ccc2nn(-c3ccccc3)nc2c1 | i | i | -1.9
CC(C)(C)NCc1cc(Cl)ccc1OCc1cccs1 | i | i | -1.4
O=C(CCNS(=O)(=O)c1cccc2nsnc12)NCc1ccccc1Cl | i | i | -1.8
O=c1nc(N/N=C/C=C/c2ccccc2)cn[nH]1 | i | i | -0.9
CC(C(=O)Nc1ccc(S(=O)(=O)N2CCOCC2)cc1)N1C(=O)C2CC=CCC2C1=O (stereo not drawn) | i | i | -0.7
Cc1ccc(C2=N/C(=C\c3ccc(OS(=O)(=O)c4ccc(C)cc4)cc3)C(=O)O2)cc1 | i | i | -1.8
O=C(CC1C(=O)NCCN1Cc1ccc(Cl)c(F)c1)NC1CCCCC1 (stereo not drawn) | i | i | -1.3
O=C(CN1C(=O)CC(c2ccco2)Sc2ccccc21)Nc1ccccc1F (stereo not drawn) | i | i | -0.3
Cc1ccc(N2C(=O)C3CCCN3C2=S)cc1 (stereo not drawn) | i | i | -1.4
COc1cccc(C(=O)N(Cc2nc(-c3ccc(C)cc3)no2)C(C)C)c1 | i | i | 0.5
Cc1cccc(OCCCC(=O)Nc2ccc(S(N)(=O)=O)cc2)c1 | i | i | -2.3
Cn1c(=O)c2c(nc(N/N=C/c3ccco3)n2C)n(C)c1=O | i | i | -1.4
Cn1nc(OCc2ccccc2)ccc1=O | i | i | 0.4
O=C(N/N=C/c1ccccn1)c1cccc([N+](=O)[O-])c1 | i | i | -0.3
Cc1cccc(Nc2nnc(-c3ccc(N4CCOCC4)c([N+](=O)[O-])c3)c3ccccc23)c1 | i | i | -0.5
Cc1ccn2cc(-c3ccc(NC(=O)c4ccco4)cc3)nc2c1 | i | i | 0.2
COc1ccc(N(CC(=O)NC(C)C)C(=O)CCC(=O)Nc2ccccn2)cc1 | i | i | 2.0

Whole records from above.
Cn1nc(OCc2ccccc2)ccc1=O in the list: CHT allo act = i; CHT inh = i; STK33 kinase inh = 0.4
O=C(N/N=C/c1ccccn1)c1cccc([N+](=O)[O-])c1 in the list: CHT allo act = i; CHT inh = i; STK33 kinase inh = -0.3

Next section:
Structure | CHT allo act | CHT inh | STK33 kinase inh
CCN1CCN(C(=O)c2ccc(Cl)c(S(=O)(=O)N3CCCCCC3)c2)CC1 | i | i | -0.4
COc1ccc(N2CC(C(=O)NNC(=O)c3ccc(Br)cc3)CC2=O)c(OC)c1 (stereo not drawn) | i | i | -1.8
O=C(CCCN1C(=O)/C(=C/c2ccccc2)SC1=S)NCCCn1ccnc1 | i | i | -1.3
Fc1ccc(-c2c[nH]c(=S)n2Cc2ccccc2)cc1 | i | i | 3.2
CC1(C)Cc2c(c(N3CCOCC3)nc3sc(C(=O)Nc4cccc(Cl)c4)c(N)c23)CO1 | i | i | -2.3
CCOC(=O)N1CCN(S(=O)(=O)c2cc(Br)cnc2N)CC1 | i | i | 0.1
Cc1cc(=O)oc2cc(Oc3ccc(C(N)=O)cc3[N+](=O)[O-])ccc12 | i | i | 1.1
CCOC(=O)[C@@H]1[C@H]2COc3cc(OC)ccc3[C@H]2N2C(=O)N(c3ccc(F)cc3)C(=O)[C@@]12C | i | i | -1.0
CC(=O)Nc1ccc(S(=O)(=O)Nc2c(NC3CCCCC3)c3ccccc3oc2=O)cc1 | i | i | 0.7
CCOc1ccc(Oc2nc(N(CC)CC)nc(N3CCOCC3)n2)nn1 | i | i | 0.5
CC(C)[C@H](NC(=O)N1CCn2c1nc1ccccc12)C(=O)NCc1ccccc1Cl | i | i | 1.3
COc1ccc(CCC(=O)N2CCN(c3ccccc3)CC2)cc1OC | i | i | -0.8
COc1cccc(CNC(=O)CSc2cc(=O)n(C)c3ccccc23)c1 | i | i | -1.2
COc1ccc(C(c2sc3nc(C)nn3c2O)N2CCN(Cc3ccccc3)CC2)cc1OC (stereo not drawn) | i | i | -0.9
CCN1C(=O)c2cccc3c(S(=O)(=O)Nc4ccc(O)c(C(=O)O)c4)ccc1c23 | i | i | 1.4
COc1ccc(O)c(C(=O)c2cc(C#N)c(=O)n(Cc3ccccc3)c2)c1 | i | i | -0.9
CCOc1ccc(N(C(=O)CNC(=O)c2cccs2)C(C(=O)NCC2CCCO2)c2ccc(OC)c(OC)c2)cc1 (stereo not drawn) | i | i | -0.8
COc1cc(OC)c(NC(=O)CCCn2c(=O)oc3ccccc32)cc1Cl | i | i | 1.7
Cc1cc(C)nc(NC(N)=NCCc2c[nH]c3ccccc23)n1 | 8.6* | i | -0.9
Cc1cc(C)n(CCC(=O)N/N=C/c2ccc(Br)c([N+](=O)[O-])c2)n1 | i | i | -1.2
O=C(O)CNc1ncccc1[N+](=O)[O-] | i | i | -0.9
COc1ccc2cc(N=Cc3nc(-c4ccc(C)cc4)oc3O)cnc2c1 | i | i | 0.3
CC1Cc2cc(/C(O)=C3\C(=O)C(=O)N(CCN(C)C)C3c3ccccc3F)ccc2O1 (stereo not drawn) | i | i | 0.1
Cc1ccc(NC(=O)CN2C(=O)N/C(=C/c3ccc(C)o3)C2=O)cc1 | i | i | 0.9
COc1cc(OC)c(NS(=O)(=O)c2ccc3c(c2)NC(=O)CO3)cc1Cl | i | i | -0.5
COc1ccc(N2CCN(C(=O)CSc3nnc(C)c(=O)[nH]3)CC2)cc1 | i | i | -0.9
CC(C)(C)NC(=O)CSc1nc2ccc(Nc3nc(N4CCOCC4)nc(N4CCOCC4)n3)cc2s1 | i | i | .
Cc1cnc(CNC(=O)CC2C(=O)NCCN2Cc2ccccc2C(F)(F)F)cn1 (stereo not drawn) | i | i | -0.1
Cc1ccc(-c2csc(NC(=O)CSc3ncn(-c4ccccc4)n3)n2)cc1 | i | i | -5.0
CCn1ncc(/C=N\NC(=O)Cc2ccc([N+](=O)[O-])cc2)c1C | i | i | -0.8
O=C(CCS(=O)(=O)c1ccccc1)Nc1cccc(-c2nc3ccccc3s2)c1 | i | i | 0.1
O=C(NCc1ccco1)c1ccc2c(c1)OCCO2 | i | i | -1.0
COc1ccc(-c2ccnc3cc(C(=O)O)nn23)cc1 | i | i | -0.3
COc1cccc(CNc2ccc3[nH]c(=O)[nH]c3c2)c1OCc1ccc(F)cc1 | i | i | -2.2
O=C(CSc1nnc(Cc2csc(Nc3cccc(Cl)c3)n2)o1)N1CCc2ccccc21 | i | i | 0.7
CC(C)NC(=O)CCc1nc2cccnc2n1-c1ccccc1 | i | i | -0.8
O=C(N/N=C/c1cccc(F)c1)c1c(O)c2c([nH]c1=O)CCCC2 | i | i | -0.4
Oc1c(Br)cc(Br)cc1CNc1cnc2ccccc2c1 | i | i | -0.4
COc1ccccc1NC(=O)NCCN1C(=O)C2C3C=CC(C3)C2C1=O (stereo not drawn) | i | i | -0.5
Brc1ccccc1OCCNCc1ccccc1 | i | i | -0.6
CCOC(=O)c1[nH]c2ccccc2c1NC(=O)c1ccc(S(=O)(=O)N(C)C)cc1 | i | i | -0.2
O=C(NNc1ccc(Cl)cc1)C1CCC1 | i | i | 0.0
O=C(NCCc1ccccc1)c1cnc2ccccc2n1 | i | i | 5.2

Bioassay records deposited in PubChem BioAssay by several laboratories.
